STK33 inh – inhibitors of human STK33 kinase | Q9BYT3 | purified STK33, MBP phosphorylation, ADP-Glo luminescence | inhibition, % at 10 µM | hit rate 0.073% among 320,000 | AID 2661;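 active means inhibition at or above 25%, using the most active replicate where run in duplicate; inactive means inhibition below 25%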
Target sequence (Q9BYT3 whole entry, looked up): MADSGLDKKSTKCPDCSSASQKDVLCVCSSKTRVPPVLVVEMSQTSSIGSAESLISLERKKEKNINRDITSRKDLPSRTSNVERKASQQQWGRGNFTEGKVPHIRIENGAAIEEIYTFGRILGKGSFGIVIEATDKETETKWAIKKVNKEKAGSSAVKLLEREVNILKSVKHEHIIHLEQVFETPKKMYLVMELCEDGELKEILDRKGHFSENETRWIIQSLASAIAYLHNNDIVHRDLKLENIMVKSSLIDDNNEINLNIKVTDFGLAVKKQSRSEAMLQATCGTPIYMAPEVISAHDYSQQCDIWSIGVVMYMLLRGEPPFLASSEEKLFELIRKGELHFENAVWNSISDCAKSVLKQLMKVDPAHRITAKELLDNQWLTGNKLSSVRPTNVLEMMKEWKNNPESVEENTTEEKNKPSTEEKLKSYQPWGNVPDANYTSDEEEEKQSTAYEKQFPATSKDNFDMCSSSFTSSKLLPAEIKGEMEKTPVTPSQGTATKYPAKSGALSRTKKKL
CHT inh – inhibits the human high affinity choline transporter; AID 488975; hit rate 0.86% among 310,000; B-score at 10 µM; CHT-expressing cells, membrane potential dye, choline response; hits give low values;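 active means B-score over 3 SD under the library average, and starting fluorescence ratio not unusually high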;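 further: choline stimulus applied at its EC90 after an EC20 pre-addition; B-score computed on integrated fluorescence ratio after choline addition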
Target sequence (Q9GZV3 whole entry, looked up): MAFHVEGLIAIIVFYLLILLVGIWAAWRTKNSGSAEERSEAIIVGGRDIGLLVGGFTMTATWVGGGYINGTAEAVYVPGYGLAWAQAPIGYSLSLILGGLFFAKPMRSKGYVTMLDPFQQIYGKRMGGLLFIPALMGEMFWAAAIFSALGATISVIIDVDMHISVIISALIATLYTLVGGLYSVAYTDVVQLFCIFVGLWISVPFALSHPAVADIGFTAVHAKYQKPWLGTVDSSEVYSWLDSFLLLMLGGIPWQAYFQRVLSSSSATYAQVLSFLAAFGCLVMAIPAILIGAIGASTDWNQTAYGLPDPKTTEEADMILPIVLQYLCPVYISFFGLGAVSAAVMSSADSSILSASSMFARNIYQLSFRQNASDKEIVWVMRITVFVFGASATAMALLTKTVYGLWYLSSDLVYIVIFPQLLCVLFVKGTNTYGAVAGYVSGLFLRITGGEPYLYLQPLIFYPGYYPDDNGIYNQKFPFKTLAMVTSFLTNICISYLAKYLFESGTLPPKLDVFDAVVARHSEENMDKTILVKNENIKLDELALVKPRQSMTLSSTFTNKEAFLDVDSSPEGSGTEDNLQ
CHT PAM – allosteric activators of human choline transporter CHT | CHT-expressing cells, membrane potential dye, choline EC20; hits give high values; LV-AA mutant CHT in HEK293 cells | AID 488977 | Q9GZV3 | B-score at 10 µM | hit rate 0.49% among 310,000;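 active means initial fluorescence not abnormally high and integrated response B-score, plate-corrected, over 3 SD above library mean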
Numbers without * were called inactive; i = inactive; x = no result given; & = joins results of further samples.

SMILES	STK33 inh	CHT inh	CHT PAM
O=C(Cc1ccccc1[N+](=O)[O-])N1CCOCC1	-10	i	i
Cc1oc(-c2cccs2)nc1CS(=O)CC(=O)NCCc1ccccc1 (stereo not given)	-1.1	i	i
O=C(Cc1ccccc1)NCC(=O)OC(c1ccccc1)c1ccccc1	-2.8	i	i
CC(C)C1C(C#N)=C(N)Oc2n[nH]c(-c3ccc4ccccc4c3)c21 (stereo not given)	-1.4	i	i
COc1ccc(N2CCN(CCCNC(=O)C(=O)c3c[nH]c4ccccc34)CC2)cc1	-0.3	i	i
Cc1onc(-c2c(F)cccc2Cl)c1C(=O)Nc1nccs1	-1.8	i	i
C(=N\NCc1ccccc1)/c1ccc2ncccc2c1	-0.3	i	i
CCOc1ccc(CN(C)C(=O)[C@H](C)NC(=O)c2ccco2)cc1OC	-1.7	i	i
COc1cc(/C=N/NC(=O)c2ccncc2)ccc1O	-1.3&0.7	i	i
CC(Nc1cc(N2CCNCC2)ccc1[N+](=O)[O-])c1ccccc1 (stereo not given)	-2.8	-6.4*	i
CCCCN(C)S(=O)(=O)c1ccc(C(=O)N(CCN(C)C)c2nc3ccc(C)cc3s2)cc1	-0.1	i	i
CC(Oc1ccc(Br)cc1)C(=O)NC1CCN(Cc2ccccc2)CC1 (stereo not given)	-1.0	i	i
Cc1cccc(CS(=O)(=O)c2ncc(Cl)c(C(=O)Nc3c(C)cccc3C)n2)c1	x	i	i
O=c1cc(Cl)[nH]c(=O)n1Cc1ccc(F)cc1	-0.8	i	i
CC1CCN(C2=C(NS(=O)(=O)c3ccc(Cl)cc3)C(=O)c3ccccc3C2=O)CC1	1.5	i	i
CN(C)c1ccccc1C(=O)N1CCCC(Nc2ccc(F)cc2)C1 (stereo not given)	-1.4	i	i
COc1ccc(NC(=O)CCC(=O)N/N=C/c2cccnc2)cc1	-1.5	i	i
O=C(NCc1ccco1)C12CC3CC(CC(C3)C1)C2	2.7	i	i
Cc1ccc(NC(=O)COc2coc(CN3CCc4ccccc43)cc2=O)c(C)c1	-0.2	i	i
O=[N+]([O-])c1cc(NCCO)c(N2CCCCCC2)c2nonc12	-1.2	i	i
CC(=O)c1ccc(Oc2ccc(C(C)=O)cc2)cc1	-1.9	i	i
COC(=O)c1ccc(COc2ccccc2/C=C(\C#N)C(=O)Nc2ccc(C)cc2C)cc1	-0.3	i	i
Cc1ccc(NS(=O)(=O)c2ccc(C)c(C(=O)N3CCN(C)CC3)c2)cc1	-0.7	i	i
CCC(CNC(=O)c1c(C)nn(-c2ccccc2)c1Cl)c1ccccc1 (stereo not given)	-1.4	i	i
Cc1ccccc1C1C(C#N)=C2NC(=O)c3c(sc4c3CCCCC4)N2C2=C1C(=O)CC(C)(C)C2 (stereo not given)	0.0	i	i
CSCCC(C)N1CCC(Oc2ccc(C(=O)N3CCCC3)cc2)CC1 (stereo not given)	0.7	i	i
CCOC(=O)CC(NS(=O)(=O)c1ccc(NC(C)=O)cc1)c1ccc(OCC)cc1 (stereo not given)	-1.3	i	i
O=C(NNC(=O)C1CCN(S(=O)(=O)c2ccc(Cl)cc2)CC1)c1ccc(Cl)cc1	-0.4	i	i
O=C(Nc1ccccc1Cl)O/N=C/c1ccncc1	-0.5	i	i
O=C(NNC(=O)c1cc2ccccc2oc1=O)c1ccccc1	-3.4	i	i
NC(=O)Cc1ccc(C(=O)c2ccc(F)cc2)s1	-0.6	i	i
CN(C)S(=O)(=O)c1cccc(NC(=S)Nc2ccc3cn[nH]c3c2)c1	48*	i	i
O=C(COC(=O)c1cncc(Br)c1)Nc1nc(-c2ccc(F)cc2)cs1	-1.0	i	i
COc1ccc(CC(=O)Nc2ccccc2N2CCOCC2)cc1OC	-2.1	i	i
Cn1c(SCC(=O)N2CCOCC2)nc2sc3c(c2c1=O)CCCC3	-0.6	i	i
CC(=O)c1ccc(NC(=O)CN2CCC(C(=O)c3ccc4c(c3)OCCO4)CC2)cc1	-1.6	i	i
CCOc1ccccc1NC(=O)CSc1nnc(CNC(=O)c2cccs2)o1	-3.5	i	i
COC(=O)c1sc(C(F)(F)F)c(-c2ccccc2)c1S(=O)(=O)N1CCCC1	-1.3	i	i
Cc1cc(C)n2nc(C(=O)NCc3ccco3)cc2n1	-1.2	i	i
O=C(CCC(=O)Nc1ccccc1)N/N=C/c1ccco1	0.8	i	i
COc1ccc(-c2cc(C(=O)N/N=C/c3cc(OC)c(OC)cc3OC)c3ccccc3n2)cc1	0.3	i	i
COc1ccccc1N1CCN(CC(=O)NCc2ccc(Cl)cc2)CC1	-1.1	i	i
Cc1ccc(C(C(=O)NCC2CCCO2)N(C(=O)c2snc(C(N)=O)c2N)c2ccc(F)cc2)o1 (stereo not given)	1.4	i	i
CCCCNC(=O)/C(C#N)=C/c1ccc(C(=O)OC)cc1	-3.1	i	i
CN(Cc1ccc(OCC(O)CN(C)Cc2ccccc2)cc1)Cc1nccn1C (stereo not given)	-1.0	i	i
COc1cccc(NC(=O)CSc2c3c(nc4ccccc24)CCCC3)c1	-0.2	i	i
COc1ccc(CCNC(=O)N[C@@H](Cc2ccccc2)C(=O)O)cc1	1.4	i	i
COc1ccc(CCC(=O)NCCCNC(=O)CCc2ccc(OC)cc2)cc1	-0.9	i	i
CCn1c(SCc2ccc(C#N)cc2)nnc1-c1cccc(Cl)c1	-0.5	i	i
Cc1ccc(S(=O)(=O)Oc2ccc(/C=C3\C(=N)N4N=C(S(C)(=O)=O)SC4=NC3=O)cc2)cc1	2.5	-6.4*	i

An excerpt from above, showing only CHT PAM and CHT inh:
Structure,CHT PAM,CHT inh
O=C(NNC(=O)C1CCN(S(=O)(=O)c2ccc(Cl)cc2)CC1)c1ccc(Cl)cc1,i,i
O=C(NCc1ccco1)C12CC3CC(CC(C3)C1)C2,i,i

The listing continues.
SMILES	STK33 inh	CHT inh	CHT PAM
O=C(CC1CCCCC1)Nc1c2c(nn1-c1ccc(F)cc1)CS(=O)(=O)C2	0.0	i	i
O=C(COc1ccc([N+](=O)[O-])cc1)NNC(=S)NC(=O)c1ccc(Br)cc1	-0.7	i	i
Cn1c(SCCC#N)nnc1-c1ccccc1F	-1.5	i	i
C=CCn1c(SCc2n[nH]c(=S)n2-c2ccccc2)nnc1-c1ccccc1	-0.7	i	i
NC(=S)Nc1nc2ccccc2[nH]c1=O	1.8	i	i
CCOC(=O)N1CCN(C(=O)CCN2C(=O)/C(=C\c3cccc(OC)c3)SC2=S)CC1	-0.4	i	i
COc1ccc(/C=N/NC(=O)c2[nH]c3ccc(Br)cc3c2-c2ccccc2)c(C(=O)O)c1OC	-0.4	i	i
Cc1cc(C)c(C(=O)c2ccc(C(=O)NC(C)(C)C)cc2)c(C)c1	-0.8	i	i
COc1cc(OC)cc(C(=O)N[C@H](C(=O)NCc2ccccc2)C(C)C)c1	-1.9	i	i
O=c1ccn(-c2cccc(C(F)(F)F)c2)nc1-c1ccn(-c2ccccc2)n1	-0.4	i	i

Profiles from above. Screens in order: STK33 inh, CHT inh, CHT PAM
O=C(COc1ccc([N+](=O)[O-])cc1)NNC(=S)NC(=O)c1ccc(Br)cc1 across the screens: -0.7, i, i
CCOC(=O)N1CCN(C(=O)CCN2C(=O)/C(=C\c3cccc(OC)c3)SC2=S)CC1 across the screens: -0.4, i, i
COc1ccc(/C=N/NC(=O)c2[nH]c3ccc(Br)cc3c2-c2ccccc2)c(C(=O)O)c1OC across the screens: -0.4, i, i
Cc1cc(C)c(C(=O)c2ccc(C(=O)NC(C)(C)C)cc2)c(C)c1 across the screens: -0.8, i, i
O=C(CC1CCCCC1)Nc1c2c(nn1-c1ccc(F)cc1)CS(=O)(=O)C2 across the screens: 0.0, i, i

More compounds follow.
SMILES	STK33 inh	CHT inh	CHT PAM
COc1cccc(CNC(=O)CCC2CCCN(C(=O)CCn3cncn3)C2)c1 (stereo not given)	x	i	i
O=C(NCC1CCCO1)C(c1ccc(F)cc1)N(Cc1ccc2c(c1)OCO2)C(=O)c1ccc(CN2CCOCC2)o1 (stereo not given)	-2.8	i	i
CCCCC(=O)Nc1ncc([N+](=O)[O-])s1	-0.9	i	i
CCN(CC)c1ccc(/C=N/NC(=O)OC(C)(C)C)cc1	-0.1	i	i
CCC(=O)N1CCc2cc(S(=O)(=O)CCC(=O)NCCc3ccc(OC)c(OC)c3)ccc21	-1.0	i	i
C=CCN1c2ccccc2[C@]23C[C@@H](C(=O)OC)N(C(=O)CC(C)C)C2=NC(C(=O)OC)=C(C(=O)OC)[C@H]13	-0.3	i	i
O=C(COC(=O)c1cc(=O)[nH]c2ccccc12)Nc1cccc(S(=O)(=O)N2CCOCC2)c1	-0.5	i	i
CCOC(=O)C(C)Sc1nc2c(cnn2-c2ccc(C)cc2)c(=O)[nH]1 (stereo not given)	-1.8	i	i
COc1ccc(CC(=O)N2CCC(Nc3nc4ccccc4n3Cc3ccc(F)cc3)CC2)cc1	-1.0	i	i
CC(=O)N1c2ccc(S(=O)(=O)N3CCC(C(=O)NCc4ccc(Cl)cc4)CC3)cc2CC1C (stereo not given)	-0.2	i	i
CCC(CC)C(=O)N1N=C(c2ccc(NS(C)(=O)=O)cc2)CC1c1ccc(C)cc1 (stereo not given)	-0.7	i	i
O=C(c1ccc(Br)cc1)N1CCCC(c2nc(-c3cccs3)no2)C1 (stereo not given)	-2.7	i	i
COc1ccc2c(c1)n([O-])c1c([n+]2=O)CCC1	-0.5	i	i
O=C1OC(c2ccc(Cl)cc2)=C/C1=C/c1cccnc1	-4.4	i	i
CC(C)c1ccc(NC(=O)c2cccc(NC3=NC4CS(=O)(=O)CC4S3)c2)cc1 (stereo not given)	-1.1	i	i
O=C(O)/C(=C/c1cccnc1)NC(=O)c1ccccc1	-2.4	i	i
CCN(c1ccc(C)cc1C)S(=O)(=O)c1nnc(NC(=O)c2ccco2)s1	2.4	i	i
C/C(N)=C(/C#N)C(=O)CSc1nc2scc(-c3ccccc3)c2c(=O)n1C	0.5	i	i
CCOC(=O)c1cc(-c2ccc(N3CCOCC3)cc2)nn1-c1ccccc1	-0.9	i	i
CCCS(=O)(=O)N1CCN(C(=O)c2cccc(OC)c2)CC1	0.0	i	i
CC12CCCc3c(O)cc(=O)n(c31)-c1ccccc12 (stereo not given)	0.5	i	i
Cc1ccc(NC(=O)CCN2CCc3ccccc3C2)cc1	-0.4	i	i
COc1ccc(CCn2c(N)c(C#N)c3nc4ccccc4nc32)cc1OC	-0.2	i	i
C=CCc1c(C)nc(-c2ccccc2)nc1Nc1ccc(O)cc1	-0.1	i	i
CN1CCN(S(=O)(=O)c2cccc(C(=O)Nc3sc4c(c3C(N)=O)CCCC4)c2)CC1	-0.2	i	i
CC(OC(=O)c1ccc(F)cc1)C(=O)Nc1nc(-c2cccc([N+](=O)[O-])c2)cs1 (stereo not given)	0.7	i	i
CCCn1nnc(NC(=O)COc2ccccc2Cl)n1	0.1	i	i
CC(C)(C)c1ccc(-n2ncc3c2CCCC3NC(=O)CN2CCCC2=O)cc1 (stereo not given)	-1.1	i	i
O=C1NC(c2ccc(Br)cc2)=N/C1=C/c1ccco1	-2.7	i	i
O=[N+]([O-])c1cccc(NC(=S)N2CCN(c3ccccn3)CC2)c1	-3.1	i	i
COC(=O)Cn1c(-c2ccc(OC)cc2)c(-c2ccc(OC)cc2)nnc1=O	-2.9	i	i
O=C(NCc1cccnc1)C(=O)NCC1OCCN1S(=O)(=O)c1cc(F)ccc1F (stereo not given)	-0.2	i	i
O=C(N/N=C\c1c[nH]c2ccccc12)c1ccc(O)cc1	1.7	i	i
CN(C)c1ccnc2sc3c(=O)n(-c4ccccc4)cnc3c12	-1.8	i	i
Cc1cc(C)c2c3c(sc2n1)C(=O)N(c1ccccc1)CC(=O)N3	-8.0	i	i
Cc1ccc(C(C)C)c(OCCCn2ccnc2C)c1	-1.4	i	i
CN(C)c1ccc(C2Nc3ccccc3C(=O)N2NS(C)(=O)=O)cc1 (stereo not given)	-1.4	i	i
c1ccc2sc(-c3ccc4c(c3)OCO4)nc2c1	2.4	i	i
CC1S/C(=N/N=C2CCCCC2)NC1=O (stereo not given)	-2.7	i	i
CCn1c(=O)c(C(=O)NNC(=O)c2cccc(Cl)c2)c(O)c2ccccc21	-0.5	i	i

Some of the entries so far, with values under each structure.
Second line of a record: STK33 inh	CHT inh	CHT PAM
> O=C(COc1ccc([N+](=O)[O-])cc1)NNC(=S)NC(=O)c1ccc(Br)cc1
→ -0.7	i	i
> Cn1c(SCCC#N)nnc1-c1ccccc1F
→ -1.5	i	i
> C=CCn1c(SCc2n[nH]c(=S)n2-c2ccccc2)nnc1-c1ccccc1
→ -0.7	i	i
> NC(=S)Nc1nc2ccccc2[nH]c1=O
→ 1.8	i	i
> CCOC(=O)N1CCN(C(=O)CCN2C(=O)/C(=C\c3cccc(OC)c3)SC2=S)CC1
→ -0.4	i	i

Carrying on.
SMILES	STK33 inh	CHT inh	CHT PAM
Clc1ccc(CN=C2Nc3ccccc3CS2)cc1	-0.7	i	i
COc1ccc(NC(=O)CN(C)C(=O)c2cccc(S(=O)(=O)N3CC4(C)CC3CC(C)(C)C4)c2)cc1 (stereo not given)	-1.6	i	i
CCOc1cccc2sc(N(CCN(CC)CC)C(=O)c3ccc(S(=O)(=O)N4CCCCC4)cc3)nc12	-1.1	i	i
Cn1ccnc1SCCNC(=O)CCc1nnc(CCc2ccccc2)o1	-0.1	i	i
COc1ccc(CCNC(=O)[C@@H](NC(N)=O)C(C)C)cc1	-0.8	i	i
CCCCCCCc1ccc(C2NC(=S)NC3=C2C(=O)c2ccccc23)cc1 (stereo not given)	-1.0	i	i
CCC(C)NC(=O)c1cc2cc3ccc(OC)cc3nc2s1 (stereo not given)	0.1	i	i
COC(=O)/C(=C\Nc1ccccc1N)c1ncc(C(F)(F)F)cc1Cl	-0.8	i	i
Cc1ccc(Oc2nc(CN3CCOCC3)nc3sc4c(c23)CCC(C)C4)cc1 (stereo not given)	0.3	i	i
COc1ccc(N(CC(=O)Nc2cc(C)ccc2OC)S(=O)(=O)c2c(C)noc2C)cc1	-1.7	i	i
O=C(NCc1ccccc1)C1=C[C@H](C2CC2)C[C@H](OCCCCO)O1	-3.6	i	i
